D1 ag – Allosteric Agonists of the Human D1 Dopamine Receptor: qHTS | D(1A) dopamine receptor (Homo sapiens), P21728 | HEK293 T-REx D1 cells, calcium flux, agonist mode | 360,000 tested, 1% active | activation, % at 2 µM | AID 504660, 2011; in the data active = activation above about 30%; note: 0% is about no effect
Target sequence (P21728 whole entry, looked up): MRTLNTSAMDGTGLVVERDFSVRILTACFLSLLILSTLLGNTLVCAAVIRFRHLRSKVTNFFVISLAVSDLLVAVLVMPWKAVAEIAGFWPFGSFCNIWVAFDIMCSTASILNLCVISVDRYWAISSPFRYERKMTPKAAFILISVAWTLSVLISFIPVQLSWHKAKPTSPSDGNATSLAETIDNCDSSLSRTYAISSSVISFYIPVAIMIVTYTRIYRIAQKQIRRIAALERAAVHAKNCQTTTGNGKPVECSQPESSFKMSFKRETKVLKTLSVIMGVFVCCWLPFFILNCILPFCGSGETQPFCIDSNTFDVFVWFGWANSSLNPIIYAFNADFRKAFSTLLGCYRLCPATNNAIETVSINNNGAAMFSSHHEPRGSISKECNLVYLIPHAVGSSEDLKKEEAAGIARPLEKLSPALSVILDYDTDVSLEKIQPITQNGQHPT
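Tetracycline-induced HEK293 TREx D1 cells, force-coupled to calcium signalling, were dye-loaded with a no-wash calcium kit. Compound was pin-added after a 10 s baseline. Fluorescence was read kinetically at 1 cycle/s for 180 s, with calcium rises flagged as agonism.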
D1 antag – Antagonist of Human D 1 Dopamine Receptor: qHTS | D(1A) dopamine receptor (Homo sapiens), P21728 | HEK293 TREx D1 cells, calcium flux, dopamine EC80; stronger effect = lower value | activity change, negative = inhibition, % at 10 µM | 360,000 tested, 3.2% active | AID 504652, 2011; in the data active = activity change below about -30%; note: % is set by controls: 0 for no effect and ±100 for the full control effect
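After overnight tetracycline induction at 30 C, force-coupled D1 HEK293 cells took up a no-wash calcium dye at room temperature. Compounds were added and monitored 180 s, and the response to EC80 dopamine was then recorded.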
TRHR PAM – qHTS for Small Molecule Agonists and Allosteric Enhancers of Human TRH Receptor: Primary Screen for Enhancers | Thyrotropin-releasing hormone receptor (Homo sapiens), P34981 | TRHR cells, fluo-8 calcium fluorescence, EC20 TRH enhancement | enhancement, % at 2 µM | 360,000 tested, 0.66% active | AID 493056, 2011; in the data active = enhancement above about 30%; note: 0% is about no effect
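TRHR-expressing cells loaded with fluo-8 calcium dye were read kinetically (ex 480/em 530) during compound addition, then stimulated with an EC20 of TRH (10 nM final). Enhancement of the Gq-mediated intracellular calcium response was scored.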
Apoferritin bind – qHTS Assay for Identification of Novel General Anesthetics | Ferritin light chain (Equus caballus), P02791 | 350,000 tested, 0.074% active | apoferritin/1-aminoanthracene competitive binding, fluorescence | AID 485281, 2010 | Potency, µM (titrated, usually from 77.5 µM), for the others: at the top dose activity change, negative = displacement, usual class: inhibitors; note: potency is the fitted concentration of half-maximal effect; % is set by controls: 0 for no effect and ±100 for the full control effect; nearly all actives have a fitted effect of over 20% in size
Target sequence (P02791 2-175 limits assumed): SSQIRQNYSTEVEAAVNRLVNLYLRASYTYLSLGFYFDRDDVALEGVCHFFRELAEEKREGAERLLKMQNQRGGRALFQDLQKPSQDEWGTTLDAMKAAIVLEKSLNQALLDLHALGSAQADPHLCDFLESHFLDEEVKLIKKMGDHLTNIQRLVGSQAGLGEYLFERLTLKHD
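Steps: apoferritin (10 uM) was premixed with half-saturated 1-AMA in PBS, compounds were pin-transferred, plates stood 10 min at room temperature, fluorescence was read at 380/535 nm, and curves were fitted with a Hill equation.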
RXFP1 antag – qHTS Assay for Antagonists of the Relaxin Receptor RXFP1 | AID 1259400, 2018 | HEK293-RXFP1, relaxin-stimulated cAMP HTRF, 30 min; stronger effect = lower value | 350,000 tested, 0.59% active | activity change, negative = inhibition, % at 57.5 µM | Relaxin receptor 1 (Homo sapiens), Q9HBX9;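 active = activity change of -60% or lower, but not beyond a set lower limit; inconclusive = change between -60% and -40%, or beyond the set limit; inactive = change above -40%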; note: % is set by controls: 0 for no effect and ±100 for the full control effect
D2 potentiator – HTS Assay for Positive Allosteric Modulators of the Human D2 Dopamine Receptor: Primary Screen for Potentiators; D(2) dopamine receptor (Homo sapiens), P14416; HEK293 T-REx D2, calcium flux, EC20 dopamine potentiation; potentiation, % at 10 µM; 340,000 tested, 0.34% active; AID 485347, 2010;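 active = potentiation over 3 SD above the plate norm, cut at about 30% in these data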; note: 0% is about no effect
Target sequence (P14416 whole entry, looked up): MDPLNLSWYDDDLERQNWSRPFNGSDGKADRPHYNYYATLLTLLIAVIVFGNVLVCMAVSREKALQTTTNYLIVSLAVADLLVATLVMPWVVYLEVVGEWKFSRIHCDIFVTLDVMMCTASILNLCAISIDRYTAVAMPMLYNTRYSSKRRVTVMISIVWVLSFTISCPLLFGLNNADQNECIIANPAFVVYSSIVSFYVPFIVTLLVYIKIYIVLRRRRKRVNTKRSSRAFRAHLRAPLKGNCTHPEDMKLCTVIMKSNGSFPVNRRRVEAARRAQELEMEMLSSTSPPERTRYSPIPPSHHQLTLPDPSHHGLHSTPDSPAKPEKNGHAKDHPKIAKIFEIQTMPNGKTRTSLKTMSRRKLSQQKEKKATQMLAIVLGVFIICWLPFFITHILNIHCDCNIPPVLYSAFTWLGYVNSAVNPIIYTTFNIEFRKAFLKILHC
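Tetracycline-induced HEK293 T-REx cells force-coupled to calcium signalling expressed D2; compounds were pin-added after a 10 s baseline, read kinetically 180 s, then an EC20 dopamine challenge followed with a further 180 s calcium read.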
TRHR ag – qHTS for Small Molecule Agonists and Allosteric Enhancers of Human TRH Receptor: Primary Screen for Agonists | Thyrotropin-releasing hormone receptor (Homo sapiens), P34981 | activation, % at 2 µM | TRHR cells, calcium flux fluo-8, FDSS agonist mode | 360,000 tested, 0.18% active; in the data active = activation above about 30%; note: 0% is about no effect
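Steps: seed TRHR cells overnight; add fluo-8 no-wash Ca dye, RT 30 min–1.5 h; record 10 s baseline; pin-transfer compounds; monitor fluorescence 1 cycle/s for the agonist window. Calcium increases flag candidate agonists.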
D1 potentiator – Potentiators of Human D1 Dopamine Receptor: qHTS; D(1A) dopamine receptor (Homo sapiens), P21728; HEK293 TREx D1 cells, calcium flux, dopamine EC20 potentiation; potentiation, % at 10 µM; 360,000 tested, 0.036% active; in the data active = potentiation above about 30%; note: 0% is about no effect
RXFP1 agonist – qHTS Assay for Agonists of the Relaxin Receptor RXFP1; AID 2676, 2010; Relaxin receptor 1 (Homo sapiens), Q9HBX9; HEK293T-RXFP1 cAMP TR-FRET, 30 min; response scale: percent of porcine relaxin response, buffer zero; 370,000 tested, 0.3% active; Potency, µM (titrated, usually from 57.5 µM), without a hit: top-dose activation, hits mostly activators; note: potency is the fitted concentration of half-maximal effect; % is set by controls: 0 for no effect and ±100 for the full control effect; nearly all actives have a fitted effect of over 60% in size; many of its hits are not listed in these tables
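Agonist response is measured as cAMP accumulation in an RXFP1-transfected HEK293T line under PDE4 inhibition. Values are scaled between buffer-only and 29 nM porcine relaxin, and EC50s come from standard Hill equation fits.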
Starred values were filed as active, the others as inactive; ? = inconclusive; . = not tested or not shown; [ ] = dose if it differs, or a comment. Unless noted, calls come from the whole dose curve; as a rule, active = well fitted curve in the direction sought with a large enough effect; inconclusive = small, poorly fitted or top-dose-only effect, or another doubt; inactive = no such curve, though single readings can be large; an effect the other way counts as inactive or inconclusive.

SMILES | D1 ag | D1 antag | TRHR PAM | Apoferritin bind | RXFP1 antag | D2 potentiator | TRHR ag | D1 potentiator | RXFP1 agonist
CCCC(=O)N=c1sc2c(OC)ccc(OC)c2n1C | 1 | -3 | 4 | -3% | -1 | -11 | 0.4 | 8 | ?
Cc1cc(C)c2nc3s/c(=C/c4ccccc4)c(=O)n3c2c1 | 1 | -8 | -1 | -4% | . | -1 | 0.3 | -1 | 1.7%
C=CCN=C1CCCc2c1[nH]c1ccc(C)cc21 | -1 | 11 | 6 | -6% | 0 | -1 | -0.6 | 11 | 0.3%
Cc1c(C(=O)N2CCCCC2)c(S(=O)(=O)N2c3ccccc3CC2C)c(C)n1C (stereo not given) | 0 | -4 | 8 | -6% | -4 | 11 | -0.1 | -8 | 0.7%
COc1cc(CN2CCN(c3ccccc3C)CC2)cc([N+](=O)[O-])c1O | -1 | -7 | -1 | -6% | -18 | -23 | -0.3 | -2 | 0.2%
Cc1cccc(C)c1N1CCN(C(=O)N2CCCCC2)CC1 | -1 | 3 | -3 | -21% | 5 | 17 | 0.7 | -3 | 1.1%
OCCSc1nnc(Nc2ccccc2)s1 | 4 | 11 | 6 | -16% | 0 | 10 | -0.9 | 4 | 2.7%
COc1ccc(-n2c(C)cc(C(=O)COC(=O)c3cc(OC)c(OC)cc3NC(=O)c3cccs3)c2C)cc1 | 5 | -4 | 0 | -1% | -16 | 19 | 0.4 | 0 | 1.7%
C(=N\N1CCOCC1)/c1nc(-c2ccccc2)n2ccccc12 | 0 | -2 | 0 | -10% | -5 | 1 | -1.2 | 6 | -0.7%
O=C(NCC1COc2ccccc2O1)c1ccco1 (stereo not given) | 0 | 16 | -2 | -11% | -12 | -3 | 0.1 | 0 | 1.0%
O=C(Cn1nnc(-c2cccs2)n1)Nc1ccccc1C(F)(F)F | 8 | -4 | 3 | -1% | -2 | 5 | 0.4 | 0 | -4.3%
CCOC(=O)CN1C(=O)C(=O)N(Cc2c(Cl)cccc2Cl)C1=O | 5 | 14 | 25 | -6% | -1 | 22 | -0.9 | 1 | 0.5%

Brought forward from above: 2 compounds, then new ones.
SMILES | D1 ag | D1 antag | TRHR PAM | Apoferritin bind | RXFP1 antag | D2 potentiator | TRHR ag | D1 potentiator | RXFP1 agonist
O=C(Cn1nnc(-c2cccs2)n1)Nc1ccccc1C(F)(F)F | 8 | -4 | 3 | -1% | -2 | 5 | 0.4 | 0 | -4.3%
CCOC(=O)CN1C(=O)C(=O)N(Cc2c(Cl)cccc2Cl)C1=O | 5 | 14 | 25 | -6% | -1 | 22 | -0.9 | 1 | 0.5%
COc1ccc(N2Cc3ccccc3/C2=N\C(=O)Nc2ccccc2)cc1 | 3 | -6 | 1 | -17% | -1 | 4 | 0.3 | -7 | 1.2%
CCOC(=O)c1c(CSC(=N)N)n(-c2ccccc2)c2cc(Br)c(OC(C)=O)cc12 | 3 | 16 | 8 | -20% | -61* | -1 | 0.6 | 7 | 0.2%
CCn1ccnc1CNC(=O)c1ccc(OC2CCN(C(=O)COC)CC2)cc1 | 3 | 4 | 8 | 5% | 20 | -2 | 1.3 | -1 | -0.1%
CC(C)(Oc1ccc(Cl)cc1)C(=O)NCc1n[nH]c(=O)c2ccccc12 | -1 | -4 | -3 | . | -7 | -2 | -0.2 | -7 | 3.0%
COc1ccc(C(=O)Oc2ccc3ccc(=O)oc3c2)cc1 | 4 | -7 | -9 | 3% | -9 | -7 | -0.7 | 3 | 1.5%
CCN(CC)CC(=O)NC12CC3CC(CC(C3)C1)C2 | 3 | -4 | -1 | -17% | 9 | -4 | 0.5 | 0 | 0.6%
Cc1ccc(OCc2cc(C(=O)N(C)Cc3cc(C4CC4)n[nH]3)no2)cc1C | 13 | -17 | 1 | -10% | -5 | 7 | -0.1 | -7 | -0.5%
COC(=O)c1sccc1NC(=S)N1CCN(c2ccccc2)CC1 | 3 | -8 | 5 | 9% | -5 | -5 | 0.1 | -2 | 5.6%
CCOC(=O)c1nn(-c2ccccc2)c(=O)cc1OCC(=O)Nc1cccc(OC)c1 | 4 | -28 | -9 | . | 2 | -10 | -0.2 | -4 | 0.6%
COc1cc2c(cc1OC)C(c1ccccc1[N+](=O)[O-])N(C(C)=O)CC2 (stereo not given) | 2 | 0 | 0 | -6% | -1 | -3 | 0.0 | 3 | -6.9%
COCCNC(=O)c1ccc(-c2nc(CS(=O)(=O)c3ccccc3)c(C)o2)cc1 | 2 | -15 | -5 | 55%[activator] | -4 | 1 | -0.6 | 0 | 0.7%
COc1cccc(NC(=O)CN(C)C(=O)c2csc3c2CCCC3)c1 | 10 | 1 | 4 | . | 2 | . | -0.1 | . | 0.0%
Cc1nc2ccc(NC(=O)Cc3ccc(Br)cc3)cc2s1 | 11 | 1 | 5 | -11% | -11 | . | 0.8 | 0 | -0.5%
Cc1c(C#N)c(SCC(N)=O)nc2c1CCCC2 | 2 | -22 | -6 | -9% | -3 | -8 | -0.4 | -4 | 3.0%
CCN1CCN(C(c2cccs2)C(C)NS(=O)(=O)c2ccc(C)cc2)CC1 (stereo not given) | 5 | 7 | 5 | -15% | -5 | -2 | 0.2 | -2 | -0.7%
CC(C(=O)Nc1ccc2nccnc2c1)N1C(=O)C2C3C=CC(C3)C2C1=O (stereo not given) | -3 | -3 | 3 | 2% | . | -8 | 0.7 | -1 | 13%
Cc1cccc(NCc2nc3ccccc3n2C)c1 | -2 | 1 | 1 | -21% | 27 | 1 | -0.2 | 3 | 0.2%
O=S(=O)(c1cc(Cl)ccc1Br)N1CCCCC1 | 2 | -29 | 2 | 2% | -5 | 8 | -0.8 | 4 | 0.9%
CCC1CCCCN1CCCNC(=O)CSc1nc2nc(C)c(Cc3ccccc3Cl)c(C)n2n1 (stereo not given) | 0 | -2 | 3 | 0% | -7 | 31* | -0.5 | -2 | 0.9%
CCCCN(C)CCC(=O)Nc1ccc(C)cc1 | 5 | -14 | 2 | 9% | 0 | -13 | 0.2 | 0 | 2.8%
CCc1ccc(-n2c(=O)c3cccnc3n2CC(=O)NCc2ccc(F)cc2)cc1 | 7 | -36* | -9 | 44%[activator] | -8 | -6 | 0.7 | -6 | 1.0%
CCOC(CNC(=O)Cc1c(C)nc2c(-c3ccccc3)c(C)nn2c1C)OCC | 5 | -3 | -27 | 0% | -5 | 0 | -1.0 | -5 | -1.5%
COc1cccc(CCNC(=O)Cn2c(-c3cccs3)cc3ccccc32)c1 | 2 | -15 | -18 | 95%[activator] | . | 5 | 0.0 | -5 | -0.3%
COc1ccc(OC)c(NC(=O)Nc2cccc3ccccc23)c1 | 1 | -11 | -3 | -12% | -14 | -21 | -0.3 | -2 | 2.5%
NCCCCCc1nnc(SCc2ccc(Cl)c(Cl)c2)o1 | 18 | 4 | -1 | ? | -10 | 21 | -0.1 | -9 | 2.2%
O=C(NCCCn1ccnc1)/C(=C\c1cccnc1)NC(=O)c1ccccc1Br | 0 | -17 | -3 | -12% | . | -7 | -0.3 | 4 | -0.6%
Cc1ccc(C(=O)NNC(=S)NCC2CCCO2)cc1[N+](=O)[O-] (stereo not given) | 8 | 4 | 16 | -4% | 4 | -4 | 0.5 | -3 | 1.7%
COc1ccc(-c2ccnc(SCC(=O)N3CCN(c4ccccc4)CC3)n2)cc1 | 2 | 4 | 0 | -9% | -5 | 6 | -0.6 | -8 | -0.4%
O=C(Cc1cccs1)N1CCN(S(=O)(=O)c2ccc(F)cc2)CC1 | 1 | -9 | 4 | -1% | 7 | . | -0.3 | -3 | 0.4%
O=[N+]([O-])c1ccc(S(=O)(=O)Nc2cccc(-c3ccc(N4CCCC4)nn3)c2)cc1 | 2 | 6 | -7 | . | -7 | -2 | 0.7 | 2 | 0.1%
O=C1C=C(c2cccc(CO)c2)C[C@@H](c2ccc(Cl)cc2)C1 | -2 | . | -2 | . | . | -2 | 0.3 | -3 | 0.6%
Cc1ccc2c(c1)C(c1ccccc1)N(C(=O)c1ccc(F)cc1)CC(=O)N2 (stereo not given) | 14 | 5 | -9 | 0% | 1 | -1 | 1.4 | 0 | 9.0%

An excerpt of these results, with values under each structure.
Results follow in this order: D1 ag, D1 antag, TRHR PAM, Apoferritin bind, RXFP1 antag, D2 potentiator, TRHR ag, D1 potentiator, RXFP1 agonist
- Cc1ccc(C(=O)NNC(=S)NCC2CCCO2)cc1[N+](=O)[O-] (stereo not given)
    8, 4, 16, -4%, 4, -4, 0.5, -3, 1.7%
- COc1ccc(-c2ccnc(SCC(=O)N3CCN(c4ccccc4)CC3)n2)cc1
    2, 4, 0, -9%, -5, 6, -0.6, -8, -0.4%
- O=C(Cc1cccs1)N1CCN(S(=O)(=O)c2ccc(F)cc2)CC1
    1, -9, 4, -1%, 7, ., -0.3, -3, 0.4%

Arranged by value in D1 ag (ascending): some entries from above.
compound | D1 ag
O=C1C=C(c2cccc(CO)c2)C[C@@H](c2ccc(Cl)cc2)C1 | -2
O=C(NCCCn1ccnc1)/C(=C\c1cccnc1)NC(=O)c1ccccc1Br | 0
O=[N+]([O-])c1ccc(S(=O)(=O)Nc2cccc(-c3ccc(N4CCCC4)nn3)c2)cc1 | 2
Cc1ccc(C(=O)NNC(=S)NCC2CCCO2)cc1[N+](=O)[O-] (stereo not given) | 8
Cc1ccc2c(c1)C(c1ccccc1)N(C(=O)c1ccc(F)cc1)CC(=O)N2 (stereo not given) | 14
NCCCCCc1nnc(SCc2ccc(Cl)c(Cl)c2)o1 | 18

Assay outcomes: PubChem BioAssay, National Center for Advancing Translational Sciences (NCATS)

Some of the compounds tested; the hit share may differ from the screen's.
